Bioassay records: PubChem, several laboratories
EP2 mod = modulates human prostaglandin E2 receptor EP2 signaling | P43116 | EP2-expressing cells, cAMP HTRF FRET, PGE2 co-stimulation | induction, % at 25 µM | 260,000 tested, 0.83% active | AID 940;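 active = compounds whose cAMP rise, as percent of the full-agonist control response, exceeds 60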;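 note: rat C6 glioma line stably carrying human EP2 under a CMV promoter; the protocol text gives 20 µM as final concentration; 100% = response of wells given 1 µM PGE2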
Target sequence (P43116 whole entry, looked up): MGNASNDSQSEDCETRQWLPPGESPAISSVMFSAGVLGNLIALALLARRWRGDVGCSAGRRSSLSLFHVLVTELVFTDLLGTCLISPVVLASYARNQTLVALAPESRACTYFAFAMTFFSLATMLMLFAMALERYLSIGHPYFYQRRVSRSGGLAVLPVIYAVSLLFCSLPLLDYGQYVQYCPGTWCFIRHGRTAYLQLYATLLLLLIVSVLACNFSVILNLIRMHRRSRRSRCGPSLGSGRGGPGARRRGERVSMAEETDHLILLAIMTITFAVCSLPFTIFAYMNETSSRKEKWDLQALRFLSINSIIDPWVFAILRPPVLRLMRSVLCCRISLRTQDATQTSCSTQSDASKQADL
PERK inhibitor = blocks human PERK kinase; CHO PERK-DD fusion, SEAP luminescence translation reporter; inhibition, % at 5.6 µM; Q9NZJ5; AID 1416; 220,000 tested, 0.17% active;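 active = inhibition above the mean inhibition of all tested compounds plus 3 SD, set separately per screening campaign, cut at about 2.9% in these data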;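 note: PERK kinase domain activated by AP20187 dimerizer at 100 nM; 0% = DMSO with dimerizer and 100% = rapamycin at 8.4 µM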
Runt-CBFb FRET = inhibitors of human RUNX1 Runt domain binding to CBFb; Q01196+Q13951; inhibition, % at 20 µM; Cerulean-Runt/Venus-CBFb FRET ratio 530/480, 1 h; 220,000 tested, 0.46% active;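 active = inhibition over about 50% at 20 µM in the single-dose screen, limit read from the data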;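 note: 0% = DMSO wells and 100% = excess unlabeled CBFb competitor control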
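Buffer or medium: Tris pH 7.5 buffer with BSA. Assay system: Cerulean-labeled Runt domain protein. Amount: each fluorescent fusion protein 100 nM. Read-out basis: loss of energy transfer signal. Incubation: 1 h compound exposure, room temperature. Probe or stimulus: Venus-CBFb binding partner, 100 nM. Detection: FRET, excitation 422 nm, emission at 530 and 480 nm.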
zVAD death inh = L929 zVAD cell death inhibition | 220,000 tested, 0.38% active | L929 zVAD necroptosis rescue, ATP luminescence, 24 h; with zVAD 60 µM | AID 1377 | viability rescue, % at 10 µM;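 active = activation, scaled between plate controls, above about 75%, limit read from the data; inactive = activation under that limit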;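 note: 0% = zVAD with DMSO and 100% = DMSO alone without zVAD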
TNF death inh = blocks TNF-alpha induced death of Jurkat FADD-/- cells. Jurkat FADD-/- TNF necroptosis rescue, ATP luminescence, 24 h; 0 = TNF only, 100 = no-TNF cells. 220,000 tested, 0.068% active. activation (protection from cell death), % at 10 µM;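 active = activation, meaning protection from cell death, of at least 50% relative to plate controls; inactive = activation below 50%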;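 note: necroptosis triggered by 40 ng/mL TNF-alpha added together with compound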
PGE2 EP2 inh = EP2 receptor (human) inhibition; P43116; C6 glioma cells expressing human EP2, cAMP TR-FRET; cells stimulated with saturating PGE2; inhibition, % at 25 µM; 260,000 tested, 0.52% active; AID 1422;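 active = percent inhibition above 40 after rounding to a whole number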;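 note: rat C6 glioma host cells with rolipram phosphodiesterase inhibitor present; the protocol text gives 20 µM as final concentration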
RBBP9 inhibitor = inhibitors of human serine hydrolase RBBP9 | O75884 | recombinant RBBP9, FP-Rh probe fluorescence polarization | inhibition, % at 7.94 µM | 220,000 tested, 0.2% active | AID 1515;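 active = inhibition above the campaign mean of all tested compounds plus 3 SD, cut at about 14% in these data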;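 note: plate controls were DMSO wells with RBBP9 for no effect and wells lacking RBBP9 protein for full effect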
Target sequence (O75884 whole entry, looked up): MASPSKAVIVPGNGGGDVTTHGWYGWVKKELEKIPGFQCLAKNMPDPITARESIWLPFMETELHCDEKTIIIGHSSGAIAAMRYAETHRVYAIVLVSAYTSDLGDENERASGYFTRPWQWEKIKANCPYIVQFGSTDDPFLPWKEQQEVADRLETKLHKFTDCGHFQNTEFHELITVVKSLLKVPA
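Assay system: recombinant human RBBP9; Reagent: Serine-hydrolase probe FP-Rh, 375 nM pre-mixing; Doses: 7.94 µM single dose, 0.794% DMSO; Incubation: 30 min then 45 min, 25 °C; Detection: fluorescence polarization (mP), excitation 525 nm, emission 598 nm; Evaluation: percent inhibition from mP, scaled between DMSO and no-protein wells.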
Hck Nef HTS = human Hck-Nef kinase inhibition; P08631; Recombinant Hck-YEEI plus Nef, Z-Lyte FRET kinase assay; inhibition, % at 20 µM; 220,000 tested, 0.68% active; AID 463187;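 active = Hck-Nef kinase inhibition above about 50%, limit read from the data; inactive = inhibition below that limit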;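 note: 0% = DMSO with Hck plus Nef and 100% = Hck alone without Nef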
Target sequence (P08631 whole entry, looked up): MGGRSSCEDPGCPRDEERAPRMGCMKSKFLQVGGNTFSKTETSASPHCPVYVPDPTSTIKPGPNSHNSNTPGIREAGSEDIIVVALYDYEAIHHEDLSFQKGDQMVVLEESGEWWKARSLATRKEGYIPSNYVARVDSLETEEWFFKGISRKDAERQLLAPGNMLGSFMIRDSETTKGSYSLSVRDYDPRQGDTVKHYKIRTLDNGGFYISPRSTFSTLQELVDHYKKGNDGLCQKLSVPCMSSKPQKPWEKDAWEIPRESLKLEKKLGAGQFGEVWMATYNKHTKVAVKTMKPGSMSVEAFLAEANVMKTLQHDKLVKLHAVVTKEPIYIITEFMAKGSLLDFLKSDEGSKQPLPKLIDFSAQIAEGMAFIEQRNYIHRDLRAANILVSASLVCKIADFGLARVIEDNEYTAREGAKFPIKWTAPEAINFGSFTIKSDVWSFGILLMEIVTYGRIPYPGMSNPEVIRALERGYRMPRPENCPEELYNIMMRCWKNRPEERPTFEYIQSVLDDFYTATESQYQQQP
Runt-SMMHC FRET = blocks binding of human RUNX1 Runt domain to CBFb-SMMHC; Q01196+Q13951; Cerulean-Runt/Venus-CBFb-SMMHC FRET ratio 530/480, 1 h; inhibition, % at 20 µM; 220,000 tested, 0.74% active;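 active = mean inhibition across duplicate retests at 20 µM reaching about 50%, limit read from the data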;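 note: 0% = DMSO wells and 100% = wells with excess untagged CBFb-SMMHC; inhibitors lower the FRET ratio by blocking Runt binding to CBFb-SMMHC; some results filed as inactive read as strong as hits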
The depositor's hits bear a star; x = no result given; & = joins results of further samples. Not all compounds are listed (hit frequency here may not be typical).

mol,PGE2 EP2 inh,zVAD death inh,TNF death inh,PERK inhibitor,Hck Nef HTS,EP2 mod,Runt-SMMHC FRET,RBBP9 inhibitor,Runt-CBFb FRET
CCN1CC(CN(C)Cc2nc(Cc3ccccc3)no2)CC1=O (stereo not given),2,1.2,0.8,-0.1,3,0,1,-5,-1
O=C(/C=C/c1ccc2c(c1)OCCO2)c1ccc(O)cc1,10,0.5,-4.0,1.3,19,-22,-14,-8,-2
CCN(CC)C(=O)C1CC(=O)N(c2ccc(F)c(Cl)c2)C1 (stereo not given),17,0.1,-1.6,-0.1,0,x,1,-6,1
COc1cccc(Cn2c(=O)c3[nH]cnc3n(-c3ccccc3C)c2=O)c1,9,-0.2,-5.2,-1.1,1,-82,0,0,0
O=C(NCC1CCCO1)C1C2C=CC3(CN(Cc4cccs4)C(=O)C13)O2 (stereo not given),6,0.3,-1.1,-0.6,-3,10,0,-6,-1
COc1ccc(NC2c3ccccc3C(=O)N2Cc2ccc3c(c2)OCO3)cc1 (stereo not given),5,0.0,-0.3,1.2,23,14,0,-3,2
Cc1cc(F)ccc1NC(=O)C(C)n1c2ccccc2c2nc(=O)cc(C)n21 (stereo not given),6,-0.3,1.3,-1.1,-12,13,0,-4,2
Cc1c([N+](=O)[O-])c(N)nn1C,13,0.1,0.2,0.8,3,-22,1,-5,-1
O=C(Cn1c(NCCO)nc2ccccc21)NCCc1ccccc1,24,-0.2,0.9,2.1,1,10,2,-1,2
NC(=O)c1cnn2c(C(F)(F)F)cc(-c3ccccc3)nc12,18,-0.2,-0.9,-0.8,-1,46,0,-7,-2
CCCn1c(N)c(C(=O)CSc2nnnn2-c2ccc(O)cc2)c(=O)n(C)c1=O,10,0.6,-0.9,0.3,0,-3,-3,-7,-1
Cc1ccc(NCN2C(=O)C3CC=C(Cl)CC3C2=O)cc1 (stereo not given),14,-1.1,-7.5,0.4,-1,-9,3,-15,1
CCCCN(Cc1ccccc1)C(=O)C1CCN(Cc2sccc2C)CC1,9,-0.6,1.5,-1.2,3,53,1,-3,-3
O=C(NCC1CCCO1)c1cccs1 (stereo not given),2,0.3,0.2,-0.7,0,12,0,-10,-2
NC(=O)[C@@H]1CCCN1Cc1nc(Cc2cccc(C(F)(F)F)c2)no1,1,-0.3,0.3,0.4,5,1,-1,-6,-1
CCOc1ccc(NC(=O)CN(Cc2ccccc2)S(C)(=O)=O)cc1,11,0.5,-0.2,-0.6,5,28,4,-12,-2
CCOC(=O)C1(CC2CC2)CCN(Cc2ccc(O)c(Cl)c2)CC1,10,-0.7,0.6,0.1,25,-11,-1,1,-2
CCCCCn1c(CN(C)Cc2ccccc2)nc2c1c(=O)n(C)c(=O)n2C,8,-0.3,-3.4,0.0,1,24,-4,-4,-2
CCOc1cc(N2CCOCC2)c(OCC)cc1NC(=O)c1cc(-c2ccco2)nc2ccccc12,7,2.1,-16,-1.3,1,-15,-3,-5,-3
COc1ccc(NC(=O)CCOc2ccccc2)cc1,12,0.0,0.6,0.8,1,-15,-5,-6,5
CC(=O)N(c1ccccc1C)C1CCCC1,6,0.5,0.4,0.7,4,14,1,-5,-1
COC(=O)c1ccsc1NC(=O)c1ccc2c(c1)OCCO2,11,-0.4,1.3,x,33,-1,-3,x,-1
O=C(c1ccco1)N1CCN(c2ccc(Cl)c(Cl)c2)CC1,10,0.8,-0.1,0.2,0,x,x,-2,x
CS(=O)(=O)N1CCN(c2nc(-c3ccc(F)cc3)cs2)CC1,5,-0.3,-1.5,0.2,0,-5,0,5,0
CC1=C(C(=O)OC2CCCCC2)C(c2ccc(C)o2)C2=C(CCCC2=O)N1 (stereo not given),14,0.0,-1.7,-0.5,5,21,-6,-5,-2
Cc1nn(-c2ccc(Cl)cc2Cl)c(=O)c2ccccc12,5,0.0,-1.5,0.6,1,30,-3,-8,0
O=C(CCSCc1ccc(Cl)cc1)NCCc1ccccc1,3,0.1,1.1,0.1,-1,-62,0,-4,1
CNc1nc(Sc2cccc(C(F)(F)F)c2)cc(C(F)(F)F)n1,5,-0.2,-4.1,-0.8,0,35,-1,0,x
CSc1nc2ncc(C(=O)O)c(N)n2n1,0,-0.4,0.2,0.3,15,17,0,-7,2
CN(C)c1ccc(C(=O)OCC(=O)NC2CCCCCC2)cc1,7,37,2.2,0.2,16,-38,0,-5,-2
C=CCNC(=O)CSc1nnc(-c2ccncc2)n1CCc1ccccc1,7,1.7,1.0,-0.5,5,11,4,-11,-3
NC(=O)COC(=O)c1oc2ccccc2c1CSc1ccc(Cl)cc1,1,0.2,1.6,-0.2,-1,6,-1,-10,-1
COc1ccc2[nH]c3nc(SCc4nnc(-c5ccccc5)o4)nnc3c2c1,0,0.0,-2.7,-0.5,40,-38,-8,3,-5
OC(CNCc1ccco1)Cn1c2ccc(Br)cc2c2cc(Br)ccc21 (stereo not given),x,-0.2,-2.1,-0.3,-5,-5,44,-9,4
Cc1cccc2cc(CN(Cc3cccs3)S(=O)(=O)c3ccc4c(c3)OCCO4)c(=O)[nH]c12,7,0.4,2.9,0.7,9,-4,2,-3,2
CCOC(=O)c1c(C)oc2c1c(C=NCC1CCCO1)c(O)c1ccccc12 (stereo not given),x,11,-8.0,-1.1,2,38,-91,3,-21
N#Cc1ccc(CSc2nnc(-c3ccncc3)o2)cc1,2,1.1,5.6,-0.1,20,12,-2,-4,0
COc1cccc(C2SCC(=O)N2c2ccc(C)cc2)c1OC (stereo not given),10,-0.3,18,0.3,4,10,-4,0,-1
COc1ccc(N2CCN(C(=O)c3ccc(Cn4c(=S)[nH]c5ccc(N6CCOCC6)cc5c4=O)cc3)CC2)cc1,8,-0.2,0.8,2.4,-11,34,7,-6,5
N#Cc1ccc(/C=N/N=C(N)N)cc1,6,-0.3,-0.5,0.3,1,-14,-2,-4,1
O=C(CN(c1ccc2c(c1)OCCO2)S(=O)(=O)c1ccccc1)NCc1ccco1,13,-0.2,-1.7,-0.7,-1,1,-4,0,-1
COCc1cc(OC)nc(-c2csc(C)n2)n1,13,0.0,6.1,-0.3,1,-8,2,-3,-3
Cn1c(=O)c2c(ncn2CC(COCc2ccccc2)OCc2ccccc2)n(C)c1=O (stereo not given),12,-0.9,1.5,-0.2,10,-29,-4,0,-1
CN(C)c1cc(-c2cccc([N+](=O)[O-])c2)oc(=O)c1Cl,6,0.4,0.8,1.9,9,-19,-6,13,0
O=C(Nc1nccs1)C(=O)c1c[nH]c2ccccc12,19,0.4,2.8,1.4,4,-2,-6,-5,-1
COc1ccc(NS(=O)(=O)c2cccc3nsnc23)cc1OC,9,0.3,-0.7,0.1,2,-5,2,5,3
CCOC(=O)N1CCC(NC(=O)CNS(=O)(=O)c2ccc(Br)s2)CC1,8,1.4,-4.0,1.1,1,2,2,-6,-1
CCOCC(=O)Nc1ccc2c(c1)OCCO2,13&13,-0.1,1.1,1.2,-1,12&-47,4,-4,0
Cc1cc(-c2cc(N)n(-c3ccccc3)n2)c(C)n1C1CCCC1,-1,-0.2,-3.0,-0.8,0,-3,-3,-12,-3
CCSc1nc2sc3c(c2c(=O)n1CC)CC(C)(C)OC3,6,0.0,-3.6,-0.2,0,52,0,-7,5

(next part)
mol,PGE2 EP2 inh,zVAD death inh,TNF death inh,PERK inhibitor,Hck Nef HTS,EP2 mod,Runt-SMMHC FRET,RBBP9 inhibitor,Runt-CBFb FRET
Cn1c(=O)c2c(ncn2CC(=O)OCC(=O)Nc2ccccc2Cl)n(C)c1=O,4,1.0,1.6,0.9,0,5,2,-10,2
CCCn1c(SCC(=O)NCc2ccc(Cl)cc2)n[nH]c1=O,2,2.0,1.6,1.5,19,8,-4,-13,-2
Cn1ccnc1C1CCCCN1Cc1nc(-c2ccc3c(c2)OCO3)no1 (stereo not given),2,0.1,1.1,0.8,-7,-20,-2,9,0
COc1cccc(N(C(=O)CNC(=O)c2ccco2)C(C(=O)NC2CCCC2)c2ccncc2)c1 (stereo not given),5,-0.1,-1.2,1.5,0,28,-2,-2,0
CCOC(=O)CC(=O)CSc1nnc2sc3ccccc3n12,14,0.9,-1.0,-0.1,-1,30,2,-7,-2
Cc1cc(C)c2cc(C(=O)N(C)C3CCN(C)CC3)[nH]c2c1,13,1.0,8.4,2.0,10,9,-1,-5,-1
CSC1=C(C#N)C(C)C2=C(CC(C)(C)CC2=O)N1 (stereo not given),16,-0.2,0.0,-1.0,5,40,5,1,0
Cc1ccc(CNC(=O)CCc2ccc(S(=O)(=O)NC3CCCCC3)cc2)cc1,8,-0.1,-2.2,-1.5,9,-15,1,-10,-6
O=C(O)c1ccc(S(=O)(=O)c2ccc3c(c2)C(=O)N(NC(=O)c2ccncc2)C3=O)cc1,8,-0.1,1.7,0.3,12,24,1,-5,2
CN(CC(=O)Nc1ccc(F)cc1)C(=O)COc1ccc([N+](=O)[O-])cc1Cl,4,0.6,0.4,-0.7,27,-44,-1,-5,-1
COc1ccc(C(=O)NC(=S)Nc2ccc(CN3CCOCC3)cc2)cc1OC,7,-0.4,-3.9,-2.3,18,-21,2,0,2
C=CCn1c(COc2ccccc2F)nnc1SCC(=O)Nc1cc2oc3ccccc3c2cc1OC,12,0.8,-1.0,-1.4,0,23,0,3,-2
O=C1OC(c2ccccc2)c2ccc3ccccc3c21 (stereo not given),0,0.9,0.3,0.9,5,42,0,-5,-2
CCn1c(SCC(=O)Nc2nonc2C)nnc1-c1ccco1,8,0.0,-1.9,-0.6,0,17,4,-2,2
N#Cc1nc(-c2ccc(OCc3ccc(Cl)cc3)cc2)oc1N1CCC(C(N)=O)CC1,8,-0.1,1.0,0.4,16,x,-2,0,-2
Cc1ccc(C2NC(=NCc3ccccc3)Nc3nc(C)cc(=O)n32)cc1 (stereo not given),9,1.4,3.7,1.2,4,-8,-8,10,-1
CCOc1ccccc1NC(=O)CCS(=O)(=O)c1ccc(OC)cc1,5,-0.1,0.5,1.6,17,-21,5,-3,1
CSc1nncc(-c2ccc(F)cc2)n1,6,-0.3,-4.5,-1.1,0,3,-2,-8,0
O=C(C1CCN(S(=O)(=O)c2cccc3cccnc23)CC1)N1CCN(c2ccccn2)CC1,x,0.2,-3.5,-0.3,10,12,2,4,-1
CN(C)c1ccnc2sc3c(=O)n(Cc4ccccc4)cnc3c12,9,-0.2,1.0,-1.3,-1,15,-1,-5,-1
C/C(=N/NC(=O)c1ccncc1)c1cc2ccc(O)cc2oc1=O,5,0.3,1.7,0.8,5,14,63*,-2,19
